Autophagy mod = alters autophagy in cells | calls only at 10 µM (by protocol) | hit rate 0.98% among 190,000 | AID 463193 | MEF GFP-LC3 puncta imaging; test concentration mostly 10 µM;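 active = percentage of spot-positive cells more than 3 SD above its plate mean, without a fluorescence outlier flag or 80% toxicity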;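 also: spot-positive cell cutoff set from DMSO-treated cells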
Insulin prom up = MIN6 insulin promoter up-regulation | z-score at 5 µM | hit rate 0.3% among 190,000 | MIN6 insulin promoter-GFP reporter, high-content imaging; hits give high values;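 active = z-score above 3 at 5 µM with at least 500 cells counted in the well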
NOD2 inhibition = NOD2 signaling inhibitors, cell-based, luminescence, uHTS, HEK293 (AID 1566). one-dose inhibition, % at 4 µM; EC50 in µM for titrated hits. HEK293 NOD2/NF-kB luciferase reporter, luminescence; higher % means a stronger effect. hit rate 0.63% among 290,000; in the data active = inhibition above about 50%; also: many of its hits are not listed in these tables
NOD1 inhibition = NOD1 signaling inhibitors, primary screen, cell-based, luminescence, uHTS (AID 1578). NOD1-driven NF-kB luciferase reporter cells, luminescence; higher % means a stronger effect. one-dose inhibition, % at 4 µM; EC50 in µM for titrated hits. hit rate 1% among 290,000; in the data active = inhibition mostly above about 36%, no sharp cut-off; inactive = mostly below about 34%;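 also: HEK-293T reporter cells stimulated with the NOD1 agonist gamma-tri-DAP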
bCat nuc transl = modulators of beta-catenin nuclear translocation; HeLa beta-catenin nuclear translocation, immunofluorescence imaging; nuclear translocation activity, % at 5 µM; hit rate 0.3% among 190,000; AID 1665;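 active = nuclear translocation activity above 50% at 5 µM, with a well cell count of 50 or more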;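 also: per-cell ratio of nuclear to cytoplasmic median beta-catenin stain intensity; plate controls were DMSO negative control for no effect and GSK-3 inhibitor IX positive control for full effect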
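Signal – beta-catenin immunofluorescence imaging with DAPI · Test system – human HeLa cell line · Dosing – 5 µM primary single dose, 0.1% DMSO, 0.02–20 µM confirmation series · Measure – % activation, nuclear-to-cytoplasmic median beta-catenin signal ratio per cell · Incubation – 24 h compound exposure at 37°C, 5% CO2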
MT stabilizer = stabilizes microtubules in HeLa cells. HeLa tubulin immunostaining HCS, 24 h; share of cells brighter than vehicle mean+2SD. % tubulin-high responders, % at 10 µM. hit rate 0.83% among 200,000;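 active = plate Z-score above 3 for both tubulin-high and condensed-nucleus cell shares, with cell loss under 80%, at 10 µM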;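 also: anti alpha tubulin signal scored within the nucleus-defined area of each cell; some results filed as inactive read as strong as hits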
Dynein transport = blocks dynein driven cargo transport along microtubules; 3617.4 mouse cells, GR-EGFP nuclear translocation imaging; test concentration mostly 20 µM; stimulated with dexamethasone, 1 µM; hits give low values; hit rate 0.47% among 220,000; AID 1381; z-score, hits read low;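 active = plate z-score of nuclear minus cytoplasmic receptor signal below a set negative limit, without overly bright fluorescence or cell loss, cut at about -3.5 in these data, passing the limit was not always enough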;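 also: z-score of nuclear minus cytoplasmic ring GR-EGFP intensity difference per well; some compounds called inactive have numbers as strong as hits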
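Buffer or medium – tet-free medium with charcoal-stripped serum · Signal – automated 10x imaging of fixed Hoechst-stained cells · Also added – dexamethasone agonist, 1.0 µM final, for 30 min · Incubation – induction 48 h, compound 1 h, agonist 30 min · Read-out – GR-EGFP nuclear translocation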
P. falciparum M17LAP = P. falciparum M17LAP inhibitors, primary screen, biochemical, fluorogenic H-Leu-NHMec substrate, 1536-well (AID 1619). hit rate 0.38% among 220,000. recombinant M17LAP, H-Leu-NHMec fluorogenic kinetic assay; higher % means a stronger effect. one-dose inhibition, % at 30 µM; IC50 in µM for titrated hits;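 active = compound inhibiting the enzyme by more than half at any dose during confirmatory dose-response retesting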;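 also: plate controls were full reaction with DMSO carrier for no effect and no enzyme background for full effect; strong numbers were not always called active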
Yfh1-off respiration = mitochondrial function rescue without frataxin homolog – Friedreich's ataxia, plus single-dose screen, dose response (AID 1465); S. cerevisiae Yfh1-off respiration, WST-1 reduction, 72 h; higher fold induction means a stronger effect; hit rate 0.074% among 220,000; one-dose fold induction at 50 µM; EC50 in µM for titrated hits;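 active = fold induction of absorbance versus untreated yeast above a set limit, then at least 30% activation at any dose in follow-up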;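 also: activators that raise dye reduction in frataxin-depleted yeast; strong numbers were not always called active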
Dynein transport cytoplasmic EGFP = recorded beside Dynein transport, whose call it bears; z-score; measured here: cytoplasmic GR-EGFP intensity; hits give high values
Dynein transport nuclear GR-EGFP = second read-out of Dynein transport, no call of its own (marks repeat the call); z-score; measured here: nuclear GR-EGFP intensity;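 lower value marks the stronger effect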
Dynein transport cell count = recorded beside Dynein transport, whose call it bears; z-score; measured here: cell count per field
Insulin prom up cell count = further read-out of Insulin prom up, marked with its call; cell count; measured here: cytotoxicity, nuclei count;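 total cells summed across four imaged fields per well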
bCat nuc transl cell count 5 µM = recorded beside bCat nuc transl, whose call it bears; cell count; measured here: cell count, cytotoxicity flag
MT stabilizer Hoechst-high % = recorded beside MT stabilizer, whose call it bears; % Hoechst-high responders; measured here: nuclear condensation Hoechst responders;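 share of cells brighter than vehicle mean plus two SD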
MT stabilizer cytotoxicity % = further read-out of MT stabilizer, marked with its call; toxicity, %; measured here: cytotoxicity by cell density;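 0% = mean cell density of plate MIN control wells and 100% = no cells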
Autophagy mod cell loss 18 h = second read-out of Autophagy mod, no call of its own (marks repeat the call); toxicity, %; measured here: cell loss, nuclei count;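 cell loss after 18 h compound exposure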
Active calls of the source: *; i = inactive; · = no result given. A portion of the library (hit frequency here may not be typical).

SMILES | Autophagy mod | Autophagy mod cell loss 18 h | Insulin prom up | Insulin prom up cell count | NOD2 inhibition | NOD1 inhibition | bCat nuc transl | bCat nuc transl cell count 5 µM | MT stabilizer | MT stabilizer Hoechst-high % | MT stabilizer cytotoxicity % | Dynein transport | Dynein transport cytoplasmic EGFP | Dynein transport nuclear GR-EGFP | Dynein transport cell count | P. falciparum M17LAP | Yfh1-off respiration
O=[N+]([O-])c1ccc(-c2nnc(-c3ccccc3)c(N3CCOCC3)n2)cc1 | i | -33 | -0.6 | 1884 | 1% | -30% | 2.8 | 1072 | 2.8 | 1.7 | 9.5 | -0.78 | -0.2 | 0.24 | 0.63 | 4% | i
Cc1cc(N2CCC(C(=O)Nc3ccc(F)cc3)CC2)nc(-c2ccccc2)n1 | i | 4 | -0.11 | 1351 | -25% | -30% | -3.0 | 1104 | 3.9 | 1.8 | 9.1 | -0.024 | -0.3 | -0.43 | 0.099 | -10% | i
COc1ccc(S(=O)(=O)N(CC(=O)N/N=C/c2ccccc2C(=O)O)c2ccccc2OC)cc1 | · | · | -0.4 | 1190 | 16% | 4% | -0.3 | 1300 | · | · | · | -0.11 | -0.25 | 0.6 | -0.86 | 3% | i
COCCNC(=O)c1ccc(Cl)c(Cl)c1 | i | 0 | · | · | 2% | -34% | -1.4 | 1105 | 1.5 | 1.3 | 4.5 | -0.77 | -0.15 | -0.46 | 0.41 | 0% | i
C=CCn1c(SCC(=O)Nc2cccc3ccccc23)nnc1-c1cnccn1 | i | 1 | -0.19 | 1418 | 2% | 2% | 1.1 | 1415 | 2.4 | 1.8 | 3.2 | -0.44 | -0.28 | -1.1 | 0.54 | 1% | i
CC(=O)N/C(=C/c1ccc2c(c1)OCO2)C(=O)NCC(=O)O | i | 0 | 0.45 | 1281 | 12% | -22% | -3.6 | 540 | 2.6 | 1.5 | 1.9 | 0.57 | -0.18 | -0.023 | -1.5 | 18% | i
COc1ccc2cc(C(=O)NCc3ccco3)c(=Nc3ccc(C(=O)O)cc3)oc2c1 | i | 15 | -0.29 | 1842 | 8% | -21% | -4.8 | 1112 | 2.4 | 1.0 | 4.5 | -0.21 | -0.19 | 0.29 | 0.36 | 3% | i
CC(C)N=c1scc(-c2cccs2)n1/N=C/c1ccc(O)c(O)c1O | i | -3 | -0.57 | 1243 | -1% | 55% | 1.3 | 1073 | 3.7 | 3.6 | 12 | -4.2* | 1.1* | -1.7* | -1* | 5% | i
O=C1Nc2ccc3sc4ccccc4c3c2C1=O | · | · | 0.34 | 805 | -32% | 13% | -1.0 | 1314 | · | · | · | -0.53 | -0.8 | -0.6 | 0.59 | 14% | i
Cn1c(=O)c2c(O)c(C=Nc3ccc(F)cc3)c(=O)n(C)c2n(C)c1=O | · | · | 0.68 | 1401 | 4% | -10% | -0.1 | 1250 | · | · | · | -0.39 | -0.26 | -0.4 | 0.44 | 0% | i
CCOC(=O)CSc1n[nH]c(-c2cccnc2)n1 | i | -15 | · | · | 1% | 4% | · | · | 1.2 | 1.5 | 5.6 | -0.71 | -0.23 | -0.36 | 1.3 | -5% | ·
Cc1ccc(SCC(=O)NCCSC(C)(C)C)cc1 | i | 2 | · | · | -17% | -28% | -6.1 | 1208 | 0.5 | 1.4 | 4.8 | -0.51 | 0.022 | -0.14 | 0.58 | -1% | i
N#Cc1c(-c2ccco2)ccn(Cc2ccc(F)cc2)c1=O | i | 15 | -0.88 | 1321 | 10% | -30% | 1.9 | 1113 | 2.5 | 2.7 | 7.1 | -0.57 | -0.12 | -0.33 | 0.38 | -13% | i
COc1ccc(CCNC(=S)Nc2cccc(C)c2C)cc1 | i | -2 | -1.2 | 1248 | 7% | -20% | -2.3 | 1003 | 3.5 | 1.8 | 8.3 | -0.78 | -0.15 | -0.55 | 0.56 | -1% | i
CCOC(=O)c1[nH]c2cc3c(cc2c1NC(=O)CN1CCC(C)CC1)OCO3 | i | -14 | -0.09 | 1493 | 17% | 26% | -1.9 | 1373 | 4.6 | 2.8 | 11 | -0.054 | -0.32 | 0.33 | 0.17 | -14% | ·
CC(C)(C)n1nnnc1CN1CCC(NC(=O)NC2CCCCC2)CC1 | i | -4 | 0.21 | 1296 | 11% | -7% | 1.1 | 925 | 2.0 | 3.0 | 22 | -0.35 | -0.26 | -0.26 | 1.4 | 1% | i
CCOC(=O)c1ccc(NC(=O)Cn2nnc(-c3ccccc3C)n2)cc1 | i | -13 | 0.54 | 1283 | 5% | -24% | 0.8 | 956 | 3.9 | 1.8 | 6.0 | 2 | -0.1 | 1.6 | -0.64 | -5% | i
CCN(CC)S(=O)(=O)c1ccc(C(=O)N2CCN=C2SCc2cccnc2)cc1 | i | 1 | -0.14 | 1134 | 11% | · | · | · | 3.6 | 1.5 | 5.2 | -0.58 | 0.96 | 0.19 | 2.8 | 1% | i
COc1cc(O)c(C(CCN2CCCC2)c2cc(OC)c(OC)c(OC)c2)c(OC)c1 (stereo not given) | · | · | · | · | 20% | 1% | -1.1 | 1187 | · | · | · | 0.14 | -0.75 | 0.096 | -0.27 | 7% | i
CCCC1C(C(=O)OCC)=C(C)NC(C)=C1C(=O)OCC | i | 1 | -0.69 | 1321 | 22% | 8% | 1.9 | 728 | 2.4 | 1.8 | 11 | -1.2 | -0.4 | -0.37 | 0.91 | 4% | i
COc1ccc(C2/C=C\CN(Cc3ccc(N(C)C)cc3)CC(=O)N2Cc2ccc(F)cc2)cc1 (stereo not given) | · | · | · | · | -2% | -4% | -2.0 | 1153 | · | · | · | 0.45 | -0.61 | 0.17 | -0.24 | -10% | i
O=C(/C=C/c1cccs1)N1CCC2(CC1)Oc1ccc(Cl)cc1C(=O)C21CC(c2cccnc2)=NO1 (stereo not given) | · | · | -1 | 905 | -4% | -9% | 52* | 575* | · | · | · | -0.33 | -0.83 | -0.12 | 0.47 | -1% | i
COc1ccc(NC(=O)C(NC(=O)Cc2cccs2)c2ccc(C)cc2)cc1 (stereo not given) | i | 2 | -0.06 | 1525 | 10% | -5% | -1.5 | 1130 | 7.3 | 1.5 | 9.2 | 2.9 | 0.11 | 2.4 | -1.9 | -8% | i
CN(C)S(=O)(=O)c1cccc(NC(=S)N(CCC#N)Cc2cccnc2)c1 | i | -11 | -0.06 | 1260 | -4% | -39% | -2.2 | 1071 | 2.8 | 2.6 | 1.4 | -0.37 | -0.21 | -0.56 | 1 | -11% | i
CCn1c(C2CCN(Cc3ccccc3)CC2)n[nH]c1=S | i | -5 | -0.59 | 1385 | 5% | -18% | -1.0 | 1085 | 2.4 | 2.9 | 4.7 | -1.7 | 0.89 | -0.69 | 1.7 | -7% | i
Cc1ccc(S(=O)(=O)NNC(=O)Nc2cccc3ccccc23)cc1 | i | 6 | -0.15 | 1255 | 5% | 1% | -1.8 | 517 | 3.3 | 2.7 | 6.6 | 0.021 | -0.31 | 0.16 | -0.15 | 4% | i
O=C(CCN1CCCCC1)c1ccccc1 | i | -5 | 0.95 | 819 | 6% | 21% | · | · | 1.7 | 1.3 | 5.3 | -0.29 | -0.062 | 0.17 | 0.38 | 3% | i
CCc1ccc(-c2nn[nH]n2)cc1 | i | -7 | -1.3 | 1289 | 8% | -30% | -6.6 | 984 | 3.7 | 2.3 | 6.6 | 0.0085 | -0.21 | 0.17 | 0.11 | 9% | i
c1ccc2c(c1)ncn2CCOCCOCCn1cnc2ccccc21 | i | 8 | -0.22 | 993 | -11% | -20% | 0.7 | 958 | 3.6 | 1.3 | 4.5 | -0.27 | -0.11 | 0.21 | -1 | 12% | i
COc1ccc(CN2CCc3ccccc3C2)c(OC)c1OC | i | 12 | · | · | -8% | -16% | · | · | 3.0 | 1.0 | 24 | 1.1 | 0.29 | 0.19 | 0.23 | 9% | i
Cc1nc2ccc(S(=O)(=O)NC(C(=O)N3CCn4c3nc3ccccc34)C(C)C)cc2s1 (stereo not given) | i | 0 | -0.43 | 1007 | 3% | -17% | -0.9 | 1174 | 3.8 | 2.1 | 10 | 0.046 | 0.19 | 0.13 | -0.29 | 0% | i
COc1ccccc1C(=O)Nc1sc(C(=O)N2CCCC2)c(C)c1C#N | i | -1 | -1.7 | 1240 | 34% | -9% | 0.2 | 1569 | 2.6 | 2.7 | 0.5 | -0.12 | -0.16 | -0.021 | 0.84 | -6% | i
O=C(CSc1nnc(CNC(=O)C23CC4CC(CC(C4)C2)C3)n1-c1ccccc1)Nc1ccc(F)cc1 | i | -2 | 0.2 | 1534 | -2% | -14% | -3.4 | 1150 | 2.7 | 2.3 | 11 | 0.037 | -0.25 | -0.19 | 0.27 | 6% | ·
Cc1ccc(CNC(=O)CCc2nc3ccccc3c(=O)[nH]2)cc1 | i | 13 | 1.3 | 1490 | -7% | -35% | -2.9 | 1032 | 1.8 | 2.6 | 5.0 | -0.49 | -0.26 | 0.56 | 0.57 | 8% | i
Cc1cccc2cc(CN(Cc3cccs3)C(=S)NCC3CCCO3)c(=O)[nH]c12 (stereo not given) | i | 2 | 0.47 | 1347 | 7% | -1% | 0.9 | 1022 | 2.6 | 1.9 | 7.8 | 0.41 | -0.22 | 0.38 | 0.13 | 2% | i
